aSyn 5UTR inh: 5' untranslated region of α-synuclein, MLPCN primary screen. 300,000 compounds, 0.82% hits. AID 1813. alpha-synuclein 5'UTR reporter, inhibitor activity. inhibition, % (tested at 7.5 µM); in the data active = inhibition above about 60%;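 also: H4 neuroglioblastoma cells stably carrying SNCA 5'UTR luciferase fusion; 0% = DMSO wells and 100% = positive control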
HSF-1 act: increases HSF-1 driven luciferase reporter signal; AID 504408; 300,000 compounds, 1.7% hits; activation, % at 9 µM; NIH3T3-HGL HSF-1 luciferase reporter, MG132, 8 h; 100% = twice DMSO control signal;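 active = mean replicate activation of at least 50% with a set share of replicates each reaching 50%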;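 also: 0% = median of the neutral control wells and 100% = twice that signal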
HSF1 inh: HSF1 inhibition | NIH3T3-HGL HSE-luciferase, MG132-induced, luminescence 8 h; stronger effect = lower value | activity change, negative = inhibition, % at 7.5 µM (by protocol) | 300,000 compounds, 0.77% hits | AID 2098;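 active = more than half of replicate wells show activity change below -50%, luminescence cut by over half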;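 also: luciferase reports HSF-1 transcriptional activity via heat shock element; 0% = median of DMSO wells and -100% = zero luminescence signal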
GSK3beta inhib: blocks human GSK3beta kinase activity. P49841. GST-GSK3beta kinase, ADP-Glo luminescence, 60 min; stronger effect = lower value. activity score (negative = inhibition), % at 10 µM. 300,000 compounds, 0.038% hits;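 active = more than half of replicate wells score below -50%, meaning over 50% inhibition versus plate controls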;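 also: 0% = median DMSO wells and -100% = median GW8510 positive control wells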
Target sequence (P49841 whole entry, looked up): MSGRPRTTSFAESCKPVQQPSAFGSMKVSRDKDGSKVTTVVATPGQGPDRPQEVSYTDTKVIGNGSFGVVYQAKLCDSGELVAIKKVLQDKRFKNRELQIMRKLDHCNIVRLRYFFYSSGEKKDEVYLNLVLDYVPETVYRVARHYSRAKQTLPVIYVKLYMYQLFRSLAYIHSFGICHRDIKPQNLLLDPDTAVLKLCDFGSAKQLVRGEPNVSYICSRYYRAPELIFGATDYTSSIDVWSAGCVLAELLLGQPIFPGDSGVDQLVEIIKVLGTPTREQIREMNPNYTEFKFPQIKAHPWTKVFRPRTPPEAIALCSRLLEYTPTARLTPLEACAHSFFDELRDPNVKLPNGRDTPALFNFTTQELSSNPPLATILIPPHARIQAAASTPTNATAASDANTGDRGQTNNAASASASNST
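Test system: GST-tagged human GSK3beta kinase, cell-free; evaluation: activity score scaled between in-plate DMSO and GW8510 controls; measured by: ADP-Glo luminescence; incubation: 60 min reaction, RT; benchmarks: DMSO and 20 µM GW8510; reagent: peptide substrate plus 25 µM ATP (final); medium: Tris/MgCl2 kinase buffer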
Platelet DG rel: platelet dense granule release activity. inhibition, %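 (compounds screened at 7.5 µM in platelet-rich plasma)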. 300,000 compounds, 0.22% hits. human platelet-rich plasma, SFLLRN dense granule ATP release, luminescence;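 active = mean replicate score, as percent of positive control, at or above 50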
KLF5 inhibitor: suppresses KLF5 promoter-driven expression; DLD-1 KLF5 promoter-luciferase reporter, luminescence; inhibition, % at 5 µM; 290,000 compounds, 0.23% hits; AID 1700;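 active = inhibition above a per-plate limit of that plate's mean compound inhibition plus 3 SD, cut at about 60% in these data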;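 also: 0% = DMSO wells and 100% = LY294002 at 200 µM; higher means less KLF5 promoter-driven luciferase light; inactives centre near -14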
IEC-6 cytotox: counter-screen for KLF5 inhibitors: cytotoxicity in IEC-6 cells | IEC-6 cytotoxicity, luminescence viability | inhibition, % at 5 µM | 290,000 compounds, 0.78% hits; in the data active = inhibition above about 22%;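 also: 0% = plate median of test compound wells and 100% = cytotoxic reference compound wells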
GSK3A inh: human GSK-3 alpha kinase inhibition | AID 2650 | ADP-Glo luminescence, 60 min | inhibition, % at 10 µM | 320,000 compounds, 0.1% hits;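 in the data active = inhibition above about 50%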;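 also: GST-tagged GSK-3 alpha with peptide substrate and 25 µM ATP; 0% = DMSO neutral wells and 100% = GW8510 positive control wells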
Target sequence (P49840 whole entry, looked up): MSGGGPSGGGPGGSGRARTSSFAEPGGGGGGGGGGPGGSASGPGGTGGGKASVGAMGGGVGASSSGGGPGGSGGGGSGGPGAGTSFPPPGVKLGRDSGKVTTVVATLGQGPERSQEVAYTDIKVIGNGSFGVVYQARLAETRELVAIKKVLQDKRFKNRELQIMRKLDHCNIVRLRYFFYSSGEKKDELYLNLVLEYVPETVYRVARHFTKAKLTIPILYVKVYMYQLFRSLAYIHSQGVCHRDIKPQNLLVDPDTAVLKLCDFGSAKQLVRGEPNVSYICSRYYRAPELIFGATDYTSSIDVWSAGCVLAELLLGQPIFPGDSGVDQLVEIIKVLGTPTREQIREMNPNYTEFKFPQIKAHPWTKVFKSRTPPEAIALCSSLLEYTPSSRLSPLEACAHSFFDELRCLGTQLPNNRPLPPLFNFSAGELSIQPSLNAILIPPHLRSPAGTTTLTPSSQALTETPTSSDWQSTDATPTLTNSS
HSP90 inh: blocks HSP90-mediated luciferase refolding in reticulocyte lysate. 290,000 compounds, 0.91% hits. Rabbit reticulocyte lysate, luciferase refolding luminescence, 3 h. AID 1789. inhibition, % at 5.6 µM;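 active = inhibition above the screen-wide mean plus 3 SD, computed separately per campaign, cut at about 16% in these data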;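 also: 0% = DMSO wells and 100% = 60 µM geldanamycin wells; inhibitors lower the luminescence because luciferase stays unfolded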
Dyrk1A ADPGlo: Dyrk1A (rat) kinase inhibition. inhibition, % at 12.5 µM. ADP-Glo luminescence, NFATc1 peptide. 310,000 compounds, 0.43% hits. Q63470. AID 504441; in the data active = inhibition above about 50%;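 also: plate controls were vehicle with enzyme for no effect and no enzyme for full effect; many of its hits are not listed in these tables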
Numbers without * were called inactive; · = no result given. Not all compounds are listed; count on the stated rates, not on these rows.

SMILES	aSyn 5UTR inh	HSF-1 act	HSF1 inh	GSK3beta inhib	Platelet DG rel	KLF5 inhibitor	IEC-6 cytotox	GSK3A inh	HSP90 inh	Dyrk1A ADPGlo
Cc1ccc(S(=O)(=O)N2CCN(S(=O)(=O)c3ccccc3)C2c2ccc(N(C)C)cc2)cc1 (stereo not drawn)	-2	-8	-1	-1	-10	1	4	·	15	13
Oc1ccc(/C=N/N2CCN(C3c4ccccc4-c4ccccc43)CC2)c(O)c1	2	11	1	-2	0	-16	-6	3	-1	1
CCOc1ccccc1CNC(=O)c1ccc(Sc2ccc(Cl)cc2)c(NC(C)=O)c1	18	-15	-5	0	1	-21	2	-1	3	-4
O=C(Nc1ccc2ccccc2c1)C(c1ccccc1)C1CCCC1 (stereo not drawn)	54	-1	4	-2	3	17	3	-4	8	6
COc1ccc2cc(C(=O)Nc3ccc(F)cc3)sc(=O)c2c1OC	-13	12	3	-5	3	-9	1	-6	0	-3
COc1ccc(OC(C)C(=O)NCCc2nc3ccccc3[nH]2)cc1 (stereo not drawn)	-2	-19	-9	-3	2	-18	-8	-2	0	2
Cc1ccc(NC2CCCN(C(=O)c3cn(C)c4ccccc34)C2)cc1C (stereo not drawn)	12	2	2	2	-2	-8	12	-1	2	-3
COc1cc2c(cc1OC)C(c1cc3cc4c(cc3[nH]c1=O)OCO4)N(C(=O)C1CC1)CC2 (stereo not drawn)	7	-1	2	3	-3	-3	6	-2	1	4
CCCC(=O)Nc1ccc(N2CCCCC2)cc1	-116	17	9	-1	-4	-84	8	2	1	6
O=C(CCN1C(=O)C2CC=CCC2C1=O)NC1CCCCC1 (stereo not drawn)	6	-13	-8	0	3	-17	0	-2	-2	-2
COc1ccc(CN2C(=S)NC(C)(C)CC2(C)O)cc1 (stereo not drawn)	9	-2	-1	0	2	-10	0	-1	-5	-4
Cc1ccc(NCCc2ccc(C)nc2)cc1	-29	·	·	1	0	-15	-3	-6	-2	2
COc1ccc(C(=O)N2CCCC(c3nc(-c4ccc(C)o4)no3)C2)cc1OC (stereo not drawn)	8	11	-2	1	16	-1	8	0	-2	-1
CCOc1ccc(CN2C(=O)c3ccccc3C2=O)cc1C(=O)Nc1nnc(SCC)s1	14	3	-1	1	-6	-8	-4	-3	1	-2
CCc1ccc(C(=O)NN=C2CCCCCC2)s1	-10	5	7	0	-7	-11	0	2	4	0
COc1ccc(CN(C)C(=O)Cn2ccsc2=N)cc1OC	-3	5	-2	-3	1	-49	-1	-2	-1	-1
Cn1c(-c2ccc(CN3CCCCC3)o2)nc2ccccc21	-89	35	15	1	7	-56	-6	0	1	7
CCC(=O)N/N=C(\C)CC(=O)Nc1ccc(Cl)cc1	6	25	1	4	2	-8	1	-6	0	-3
CCCN(C(=O)Cn1ncc2c(=O)oc3ccccc3c21)c1cccc(C)c1	11	11	6	1	0	-15	-2	-1	-2	0
CCCc1nnc(SCCSc2nnc(CCC)n2N)n1N	-27	-6	-8	1	-7	-58	-6	-3	-1	-4
O=C(CCC(=O)c1cccs1)NNC(=O)c1ccccc1O	10	6	1	-2	-1	·	·	0	·	-6
Cc1ccc(-c2nc3ccccc3s2)cc1NC(=O)c1cc(-n2cnnc2)ccc1Cl	-32	16	6	-5	-6	-12	-5	2	-4	-1
COc1ncnc2c1oc1nc(CC(C)C)c3c(c12)CC(C)(C)OC3	39	5	-5	·	17	10	-1	-2	-4	7
CC1=NN2C(=N)/C(=C\c3cc(C)n(-c4ccccc4)c3C)C(=O)N=C2S1	-18	3	0	2	1	9	-2	3	-2	-1
CCCNC(=O)NC1CCCc2ccccc21 (stereo not drawn)	-21	0	1	-4	-6	-28	1	·	-1	0
COCCCN(C(=S)Nc1cccc(Cl)c1)C(C)c1ccncc1 (stereo not drawn)	10	13	1	2	-13	-18	-6	2	4	-4
Cc1cccc(/C(N)=N/OC(=O)c2ccc(Br)o2)c1	-210	47	27	-1	5	-40	0	-2	0	-6
Cc1ccc(-c2cc(C(F)F)n3ncc(C(=O)Nc4ccc(S(=O)(=O)Nc5ccccc5C)cc4)c3n2)cc1	2	-3	-8	5	-18	-23	1	-5	1	0
O=C(NCCc1ccccc1)[C@@H]1CC=C[C@@H]2CCN(Cc3ccc(Cl)c(Cl)c3)C(=O)[C@@H]21	11	29	2	0	-1	·	·	-1	·	1
Cc1nc2nc(-c3ccc(Cl)cc3)nn2c(C)c1Cl	-235	-3	4	4	5	-8	13	2	3	·
CC(CO)(CO)NCc1ccc(-c2ccccc2)cc1	-10	28	6	4	-7	-16	-3	·	1	-5
Cn1c(CN2CCOCC2)nnc1SCC(=O)NC1CCCCC1	12	2	6	-6	-1	-12	0	7	0	-7
COC(=O)c1cc(NS(=O)(=O)c2ccc3c(c2)c(=O)n(C)c(=O)n3C)cc(C(=O)OC)c1	3	-3	-1	2	-5	-3	4	1	-6	-4
O=C(COc1ccccc1Cl)OCC(=O)N1CCN(S(=O)(=O)c2ccccc2)CC1	8	-5	-2	0	4	-4	0	-1	-4	-3
COC(=O)C1=C(C)N(CCCC(=O)O)C(=O)NC1c1ccc(C#N)cc1 (stereo not drawn)	7	-74	-66*	2	-1	·	·	2	·	-8
CCOc1ccc(N/C=C/C(=O)c2ccc3ccccc3c2)c([N+](=O)[O-])c1	-159	25	12	2	-4	-11	-1	-1	-1	-6
O=C(CCC(=O)c1ccc(F)cc1)NC1CCCN(Cc2ccccc2F)C1 (stereo not drawn)	15	4	0	-2	-3	-21	2	-1	0	·
CCN(CC)c1ccc(NC(=O)C2=CCN(S(=O)(=O)c3ccc(F)cc3)CC2)c(C)c1	11	-2	-4	2	5	-9	-8	-4	0	-8
Cc1nc(C)c(-c2csc(Nc3ncccc3C)n2)s1	-240	61*	34	3	5	-180	0	0	-3	-3
COc1ccc(/C=N/NC(=O)c2cc3c(ccc4ccccc43)o2)cc1OC	·	·	·	-1	·	-48	-4	·	-5	7
O=C(CSCc1nc2ccccc2[nH]1)N1CCN(c2cccc(Cl)c2)CC1	2	19	-5	-1	5	14	5	2	7	-5
CCOc1ccc2c(c1)C(c1cccs1)=NNC(c1cccnc1)=N2	1	14	-6	1	-6	-7	-8	-2	-1	-1
CC(C)Oc1nc(-c2ccccc2O)nc2ccccc12	-1	3	-8	3	9	-5	-4	0	-3	3
Cc1ccc(NC(=O)c2cccc(N3C(=O)C4C5C=CC(C5)C4C3=O)c2)cc1C (stereo not drawn)	23	37	11	1	-5	-27	-1	·	-3	2
COc1ccc2nc(NC(=O)CSc3nc4cccnc4n3C)sc2c1	-11	6	-4	-42	-2	-9	-6	17	-4	4
Cc1cc2cc(CNS(=O)(=O)c3ccc4ccccc4c3)ccc2n1C	13	-8	-4	7	-3	-27	-4	-2	1	4
CC(Cc1n[nH]c(=S)o1)c1ccccc1 (stereo not drawn)	-6	-10	-1	6	-1	-12	-2	-5	0	-4
O=C(NCCS(=O)(=O)NCC1CCCO1)c1ccccc1 (stereo not drawn)	13	4	-1	2	3	·	·	2	·	-2
CCCc1nc2c(s1)CCc1onc(-c3ccc(Cl)cc3)c1-2	-8	-12	3	0	11	·	·	-1	·	0
Nc1ccc(C(=O)Nc2ccco2)cc1	-47	8	-10	-3	4	-9	-2	0	5	0
Cc1ccc(-c2c[n+](Cc3ccc(Cl)c(Cl)c3)c3n2CCC3)cc1	20	-7	4	-1	-3	-14	0	4	3	5
CC(=O)c1ccc(NC(=O)CCNC(=O)c2ccccc2Cl)cc1	17	-6	-5	2	-2	-10	-1	-1	-3	-1
Nc1ncc(Br)cc1S(=O)(=O)NCCC(=O)N1CCN(c2ncccn2)CC1	0	-6	-4	1	9	-11	-9	-1	0	-2
C=CCn1cc(C(=O)NCCOC)c(=O)c2cc(S(=O)(=O)N3CCCCCC3)ccc21	2	13	2	0	2	-16	24*	-1	4	·
COc1cccc(C(C(=O)NC(C)(C)C)N(Cc2ccc(C)cc2)C(=O)CCC(=O)Nc2cc(C)on2)c1OC (stereo not drawn)	-12	-7	5	5	-4	-5	-2	-2	6	-3
O=C(CSc1n[nH]c(=O)[nH]c1=O)Nc1ccc2c(c1)C(=O)c1ccccc1C2=O	-33	3	7	0	-1	-37	5	-3	1	36
CC(=O)NN1C(=O)/C(=C\c2ccc(Br)o2)SC1=S	9	-10	-2	7	22	6	-14	4	1	7
O=[N+]([O-])c1cccc(S(=O)(=O)Nc2nc3ccccc3nc2Nc2cccc(S(=O)(=O)N3CCCCC3)c2)c1	29	31	11	4	12	24	2	·	3	1
CCCCCCCCCCCNC(=O)c1ccoc1C	-14	-27	-2	3	2	-22	2	-6	0	-2
CCCOc1ccc(/C=N/n2nnnc2N)cc1OC	-3	-9	0	-11	4	-8	-4	0	4	1
Continuation.
SMILES	aSyn 5UTR inh	HSF-1 act	HSF1 inh	GSK3beta inhib	Platelet DG rel	KLF5 inhibitor	IEC-6 cytotox	GSK3A inh	HSP90 inh	Dyrk1A ADPGlo
N#CCCN(CCC#N)c1nncs1	2	14	-7	-4	-4	-14	7	-1	7	1
Cc1no[n+]([O-])c1COc1ccc(/C=N/n2nnnc2N)cc1	-59	4	-5	0	-7	-11	-7	1	-3	1
Cc1ccc(C(C(=O)NC2CCCCC2)N2CCOCC2)cc1 (stereo not drawn)	1	-24	-2	-2	·	9	1	-6	3	-9
CC(=O)C1=C(O)CCC1=N	17	1	2	2	3	-9	0	-3	-1	-2
COc1ccc(CN2CCCC(CO)(Cc3cccc(Cl)c3)C2)cc1OC (stereo not drawn)	-5	3	3	-2	1	-22	-3	1	0	-2
COc1cccc(NC(=O)CN2C(=O)NC3(CCCC3)C2=O)c1	23	2	-6	1	0	15	-4	1	0	0
Cc1onc(-c2ccccc2)c1C(=O)N(C)CCc1ccccn1	8	-12	-4	0	-8	-26	2	-2	-1	1
CCOc1ccc(/C(O)=C2/C(=O)C(=O)N(CCOCCO)C2c2ccc(F)cc2)cc1 (stereo not drawn)	-26	32	3	3	-3	-2	-6	-2	0	12
O=C1NC(c2ccccc2)(C(F)(F)F)C(=O)N1Cc1cccnc1 (stereo not drawn)	-7	21	6	1	-10	-6	-2	-1	0	5
COc1ccc(C2(C(=O)N3CCOCC3)CCCC2)cc1	3	-7	-2	3	16	9	5	-2	-3	-3
CCCC(=O)C1=C(N2CCCCC2)CC(C)(C)C(C(=O)OC)C1=O (stereo not drawn)	-7	-4	-3	1	-3	3	-3	-4	1	·
Cc1c(NC(=O)c2cnn3c(C(F)(F)F)cc(-c4ccco4)nc23)c(=O)n(-c2ccccc2)n1C	-12	-6	0	-4	11	-14	2	0	-4	7
COc1ccccc1-c1nnc(C2CCN(S(=O)(=O)c3ccc([N+](=O)[O-])cc3)CC2)o1	1	23	4	-3	19	-30	-2	0	7	1

Reprinted at random: two records from the list.
SMILES	aSyn 5UTR inh	HSF-1 act	HSF1 inh	GSK3beta inhib	Platelet DG rel	KLF5 inhibitor	IEC-6 cytotox	GSK3A inh	HSP90 inh	Dyrk1A ADPGlo
COC(=O)c1cc(NS(=O)(=O)c2ccc3c(c2)c(=O)n(C)c(=O)n3C)cc(C(=O)OC)c1	3	-3	-1	2	-5	-3	4	1	-6	-4
N#CCCN(CCC#N)c1nncs1	2	14	-7	-4	-4	-14	7	-1	7	1

Screening data deposited in PubChem by several laboratories.
